XIAP antagonists: small molecules displacing peptide from XIAP – biochemical, IAP family, fluorescence polarization (AID 1018); XIAP BIR domain, fluorescence polarization peptide displacement; higher % means a stronger effect; displacement, % at 20 µM, or IC50 in µM where a hit was titrated; 0.007% of 200,000 active; in the data active means displacement above about 50%; further: a part of the inactive calls stands beside numbers as strong as those of hits
SV40 large T antigen: SV40 large T antigen inhibitors, biochemical (AID 1903); SV40 large T antigen ATPase/helicase inhibition assay; higher % means a stronger effect; inhibition, % at 20 µM, or IC50 in µM where a hit was titrated; 0.39% of 310,000 active; in the data active means a potency from the dose series; inconclusive means inhibition mostly from about 32% at the one dose, without a potency; inactive means the rest, 99 in 100 with inhibition below about 32%; further: strong numbers were not always called active
Dengue-2 NS5 capping: Dengue-2 NS5 methyltransferase inhibitors, primary screen, biochemical, confirmation dose response (AID 588689). inhibition, % at 25 µM, or IC50 in µM where a hit was titrated. Dengue-2 NS5 methyltransferase capping enzyme assay, biochemical; higher % means a stronger effect. 0.3% of 340,000 active; in the data active means a potency from the dose series; inconclusive means inhibition above about 29% without an active follow-up result
WT yeast gro inh: growth inhibition of WT yeast, mitochondrial fusion screen | 2.1% of 190,000 active | inhibition, % at 10 µM | mitochondrial fusion phenotypic screen, WT strain; in the data active means inhibition above about 58%; tested in S. cerevisiae
West Nile virus CPE: West Nile virus antiviral activity, cell-based, CPE readout (AID 1621) | West Nile virus-infected cells, CPE inhibition; higher % means a stronger effect | CPE inhibition, % at 10 µM, or IC50 in µM where a hit was titrated | 0.02% of 290,000 active; in the data active means a potency from the dose series; inconclusive means CPE inhibition mostly from about 3.7% at the one dose, without a potency; inactive means the rest, 99 in 100 with CPE inhibition below about 2.2%; further: strong numbers were not always called active
K1F lysis inhibition: inhibition of K1F phage lysis, E. coli UTI89, bacterial capsule biogenesis inhibitors, alamar blue (AID 488966); E. coli UTI89 K1F phage lysis, alamar blue, 2 h; higher % means a stronger effect; 0.02% of 340,000 active; inhibition, % at 100 µM; hits with a dose series show IC50 in µM;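 active means phage lysis inhibition, versus mean bacterial control, above a set limit; inconclusive means no clear call, values can overlap the other calls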;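 further: capsule biogenesis inhibitors block K1F phage lysis so surviving cells raise fluorescence; higher fluorescence means more inhibition of phage lysis; actives were called in the ten point dose series up to 300 µM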
ER stress rescue: rescue of cells from ER stress-induced death, primary screen, 384-well, CSM14.1, thapsigargin, ATP luminescence (AID 1222); 190,000 tested, under 10 active; one-dose cellular ATP content (survival), % at 20 µM; EC50 in µM for titrated hits; CSM14.1 thapsigargin-induced death rescue, ATP luminescence; higher % means a stronger effect;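 active means EC50 below 50 µM in the dose-response confirmation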;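 further: death triggered by thapsigargin at about 15 µM added after 2 h compound pretreatment; cell ATP read after overnight thapsigargin exposure of roughly 18 to 22 hours; normalized against plate controls of thapsigargin alone and 5% DMSO vehicle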
Yfh1-off respiration: enhancers of respiration in Yfh1-depleted yeast, dose response, Friedreich's ataxia, plus single-dose screen (AID 1465). S. cerevisiae Yfh1-off respiration, WST-1 reduction, 72 h; higher fold induction means a stronger effect. fold induction at 50 µM, or EC50 in µM where a hit was titrated. 0.074% of 220,000 active;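 active means fold induction of absorbance versus untreated yeast above a set limit, then at least 30% activation at any dose in follow-up; inconclusive means repeats straddling the limit, or above it without dose testing; inactive means fold induction below the set limit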;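 further: activators that raise dye reduction in frataxin-depleted yeast; strong numbers were not always called active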
RSV antiviral HEp-2: inhibition of RSV-induced cytopathic effect – HEp-2 cells, primary 10 µM value included (AID 2391); 0.13% of 310,000 active; one-dose CPE inhibition, % at 10 µM; IC50 in µM for titrated hits; HEp-2 cells, RSV-induced CPE inhibition; higher % means a stronger effect; in the data active means a potency from the dose series; inconclusive means CPE inhibition mostly from about 23% at the one dose, without a potency; inactive means the rest, 99 in 100 with CPE inhibition below about 21%; further: strong numbers were not always called active
WT yeast gro inh mutant strain: recorded beside WT yeast gro inh, whose call it bears; inhibition, %; mitochondrial fusion phenotypic screen, mutant strain inhibition
Dengue-2 NS5 capping pilot replicate: recorded beside Dengue-2 NS5 capping, whose call it bears; inhibition, %; measured here: pilot screen replicate inhibition
Active calls of the source: *; i = inactive; ? = inconclusive; nt = not tested or not shown; & = joins results of further samples; [ ] = another dose, or the depositor's remark.

SMILES	XIAP antagonists	SV40 large T antigen	Dengue-2 NS5 capping	WT yeast gro inh	WT yeast gro inh mutant strain	West Nile virus CPE	K1F lysis inhibition	ER stress rescue	Yfh1-off respiration	RSV antiviral HEp-2	others
COc1ccccc1N1CCN(C(=O)c2ccc(S(=O)(=O)N3CCCCCC3)cc2)CC1	-5.2%	4%	-3%	1	9	0.2%	0.2%	-1.8%	i	3.8%
O=C(CS(=O)(=O)Cc1ccccc1)Nc1ccc(Cl)cn1	-0.7%	4%	-3%	0	-2	0.5%	0.3%	-2.1%	i	0.9%
COc1ccc(S(=O)(=O)NC(C)C(=O)NCCN2CCOCC2)cc1Cl (stereo unspecified)	nt	5%	1%	nt	nt	0.1%	0.4%	nt	nt	-0.1%
O=C(NNc1c(Cl)cncc1Cl)c1sccc1Cl	nt	14%	1%	nt	nt	-0.1%	0.7%	nt	i	1.9%
COCCn1c(=S)[nH]c2cc(C(=O)NCCc3ccc(OC)c(OC)c3)ccc2c1=O	-6.8%	-3%	-7%	7	-9	0.8%	0.1%	0.2%	i	-1.6%	Dengue-2 NS5 capping pilot replicate=3.9
Cc1cc(C)n(C(=O)CCNC(=O)c2ccccc2Br)n1	-2.5%	-5%	-2%	-2	-9	0.3%	1.9%	0.9%	i	2.6%
N#CC1=C(N)SC(N)=C(C#N)C1c1cccc(Oc2ccccc2)c1	-2.7%	6%	?	3	0	-0.5%	0.1%	-1.6%	i	-1.6%
O=S1(=O)CCN(Cc2ccccc2Cl)CC1	-3.9%	11%	2%	10	3	0.0%	0.8%[50 µM]	2.2%	i	0.6%
CCOC(=O)C1=C(C)NC(C)=C(C(=O)OC)C1c1cccc(Cl)c1Cl (stereo unspecified)	-3.6%	6%&5%	-1%	64*	-14*	0.8%	0.8%	-1.7%	i	?
O=C(NC(C1CC1)C1CC1)C1CCC(=O)N(CCCN2CCCC2=O)C1 (stereo unspecified)	nt	9%	6%	nt	nt	0.0%	0.1%	nt	nt	1.5%
NC(=O)C1CCN(c2ncnc3c(-c4ccccc4)nsc23)CC1	-0.7%	2%	-6%	0	-3	-0.6%	0.4%	-2.3%	i	10%
O=C(Nc1ccc2oc(-c3ccccc3F)nc2c1)c1ccc([N+](=O)[O-])o1	nt	6%	5%	nt	nt	-0.3%	2.2%[50 µM]	nt	nt	1.4%
COc1ccc([N+](=O)[O-])cc1NC(=O)C(C)OC(=O)c1ccccn1 (stereo unspecified)	-7.1%	5%	-1%	13	13	0.2%	-0.4%	-16%	i	1.5%
O=C(CCN1C(=O)C2C3CCC(C3)C2C1=O)OCC(=O)c1ccccc1 (stereo unspecified)	nt	10%	0%	nt	nt	-0.9%	1.1%	nt	nt	0.5%
CCn1c(=O)c2ccccc2n(CC(=O)NC2CCCCC2)c1=O	nt	22%	0%	nt	nt	-0.7%	0.2%	nt	nt	1.3%
CCN1CCN(c2cc(C)c3cc(NC(=S)NCCCOC)ccc3n2)CC1	nt	6%	-4%	nt	nt	-0.8%	-0.2%	nt	nt	-0.6%
CC(C)c1cc(NC(=O)CSc2nnc(-c3ccccc3F)n2C)on1	-1.8%	-4%	4%	-2	-32	0.0%	-0.2%	4.8%	i	3.9%
COC(=O)c1ccc(CN2C(=O)NC(CC(C)C)C2=O)cc1 (stereo unspecified)	-3.6%	5%	-18%	-10	-7	1.4%	-0.3%	-3.2%	i	0.9%
O=C(O)C1Cc2ccccc2CN1C(=O)COc1ccc(Br)cc1 (stereo unspecified)	-5.0%	11%	5%	25	5	-0.3%	-0.9%	0.7%	i	1.9%
COc1ccc(-n2c(=O)c3c4c(sc3n(CC(N)=O)c2=O)CCCCC4)cc1	nt	4%	3%	nt	nt	0.1%	-1.3%	nt	i	3.8%
Cn1cccc1C(=O)N1CCN(S(=O)(=O)c2ccccc2)CC1	nt	7%	1%	nt	nt	nt	1.3%[50 µM]	nt	nt	0.3%
CCOc1ccc(C2C(C(=O)c3ccco3)=C(O)C(=O)N2CCCn2ccnc2)cc1OC (stereo unspecified)	nt	12%	-6%	nt	nt	-0.2%	0.1%	nt	nt	0.9%
Cc1ccc(S(=O)(=O)Oc2ccc(/C=N/NC(=O)c3nn(C)cc3Cl)cc2)cc1	-9.2%	7%	-8%	-6	4	0.3%	0.3%	-0.4%	i	2.9%
Cc1cc([N+](=O)[O-])cc2c1NC(=O)C2(O)N1CCCCCC1 (stereo unspecified)	-3.4%	1%	3%	13	7	0.4%	2.2%[50 µM]	1.3%	i	0.9%
O=C(O)C1CCCCC1C(=O)NC1C2CC3CC(C2)CC1C3 (stereo unspecified)	nt	-2%	-3%	nt	nt	0.5%	0.1%	nt	nt	-0.6%	Dengue-2 NS5 capping pilot replicate=0.0
Cc1cc(C(=O)COC(=O)C2=NNC(=O)CC2)c(C)n1CCc1ccccc1	-13%	13%	-8%	-8	5	0.4%	-0.3%	nt	i	3.5%
Cc1ccc(S(=O)(=O)c2cc3c(=O)n4ccccc4nc3n(C3CCCCC3)c2=N)cc1	nt	0%	5%	nt	nt	-0.2%	1.2%[50 µM]	nt	nt	3.8%
C#CCn1ccc(O)c(Cc2c(F)cccc2Cl)c1=O	-2.4%	9%	-3%	-1	-3	-0.2%	0.2%	0.8%	i	4.9%
COC(=O)C1=NNC(C(=O)c2ccco2)C1c1ccc(OC)cc1 (stereo unspecified)	-1.2%	0%	-5%	-9	-3	-0.1%	-0.4%	0.5%	i	0.8%
CCSc1nnc(NC(=O)COc2cccc3ccccc23)s1	-7.2%	8%	2%	11	8	0.1%	0.1%	-2.9%	i	0.8%
CC(C)NC(=O)c1ccc2c3n(nc2c1)-c1ccccc1CO3	nt	7%	-1%	nt	nt	-0.7%	-1.3%	nt	i	5.4%
Cc1ccnc(N2C(=O)c3ccccc3C2Nc2cccc(C)c2C)c1 (stereo unspecified)	-4.7%	3%	-2%	8	3	-0.3%	-0.4%	-2.2%	i	3.5%
O=C(Cc1c(O)c2ccccc2[nH]c1=O)NCc1ccccc1	-1.3%	-1%	-2%	-19	14	0.1%	-0.3%	-0.9%	i	1.2%
COc1ccc(NC(=O)Cc2ccccc2)cc1	1.4%	22%	7%	-16	-6	-0.2%	-0.1%	-1.6%	i	1.9%
COc1ccc(-c2nnc(SC3CCOC3=O)n2C2CCCCC2)cc1OC (stereo unspecified)	-2.1%	19%	-4%	-2	13	0.4%	-0.8%	-0.3%	i	0.6%
O=C(NCc1cccc(Cl)c1)c1ccc(S(=O)(=O)Nc2cccc(C(F)(F)F)c2)cc1	-1.8%	11%	-1%	-17	-2	0.9%	-0.3%	1.0%	i	-0.8%
COc1ccc(/C=N/NC(=O)c2cccc([N+](=O)[O-])c2)cc1OC	-4.1%	22%	-8%	5	5	-0.4%	0.3%	1.6%	i	1.0%
NNC(=O)C(=O)Nc1ccc(Cl)c(Cl)c1	nt	5%	nt	nt	nt	-0.1%	nt	nt	i	13%
Cn1ccnc1Sc1ccc(C=O)cc1[N+](=O)[O-]	-5.1%	15%	3%	5	-3	0.8%	0.2%	-11%	i	0.1%
Nc1nnc(CC(=O)N/N=C\c2cc([N+](=O)[O-])ccc2O)s1	-10%	6%	4%	-5	4	-0.2%	0.1%	3.0%	i	2.4%
COc1ccccc1C(=O)c1nc2ccccc2n1C	nt	1%	-3%	nt	nt	0.2%	0.3%[50 µM]	nt	nt	1.1%
Cc1ccc(S(=O)(=O)N2CCN(c3ccccn3)CC2)cc1	nt	4%	nt	nt	nt	-0.3%	nt	nt	i	0.6%
O=C(C1CCN(S(=O)(=O)c2ccc(Cl)cc2)CC1)N1CCOCC1	-7.3%	12%	-1%	-12	-3	-1.1%	0.7%	-0.7%	i	5.8%
Cc1ccc(-c2ccc(SCC(=O)N3CCN(c4ccccc4)CC3)nn2)cc1	-6.4%	12%	0%	-11	16	-0.7%	3.6%	1.9%	i	0.4%
Cc1ccc(N2C(=O)Nc3cc(Cl)c(Cl)cc3N2O)cc1Cl	-6.5%	0%	-6%	-5	-28	0.1%	-0.8%	0.5%	i	1.4%
CCOP(=O)(OCC)c1nc(-c2cccc([N+](=O)[O-])c2)oc1N1CCCCC1	-6.7%	11%	-2%	-21	2	-1.1%	-0.9%	-0.3%	i	2.6%
CCOC(=O)Nc1ccc2c(C)cc(=O)oc2c1	-2.0%	5%	0%	-3	-16	nt	1.3%	-1.9%	i	2.0%
COc1ccc(-c2cc(N3C(=O)Nc4ccccc4N3O)n[nH]2)cc1OC	-1.1%	1%	-3%	-2	0	-0.3%	1.8%	-2.0%	i	0.7%
CS(=O)(=O)N1CCN(c2ccccc2NC(=O)CSc2ccc(Cl)cc2)CC1	-5.2%	18%	2%	27	-3	0.3%	-0.2%	-2.2%	i	-0.3%
O=C(N/N=C(\c1ccccc1)c1cccnc1)C(O)(c1ccccc1)c1ccccc1	-11%	5%	-6%	-12	-3	-0.2%	-0.4%	4.5%	i	2.1%
O=C(NCCCNc1ccc(C(F)(F)F)cc1[N+](=O)[O-])c1cc(F)c(F)cc1Cl	-3.9%	17%	-1%	39	37	-0.3%	0.0%	-0.6%	i	3.5%
COC(=O)C1=CN(Cc2ccc(OC)cc2)C=C(C(=O)OC)C1c1cc(OC)c(OC)c(OC)c1	nt	3%	-4%	nt	nt	0.2%	-0.2%	nt	nt	4.4%
Cc1cccc(NC(=S)N(CCN2CCOCC2)Cc2cc3cc4c(cc3[nH]c2=O)OCCO4)c1	-4.3%	28%	-3%	-11	6	0.3%	-0.8%	0.3%	i	13%
NC(=O)NC(CC(=O)NCCCc1ccccc1)c1ccccc1Cl (stereo unspecified)	-8.8%	-5%	-12%	-3	9	0.5%	0.4%	1.4%	i	1.3%
CN(CC1CCCO1)S(=O)(=O)c1ccc(C(=O)Nc2ccc([N+](=O)[O-])cc2)cc1 (stereo unspecified)	nt	17%	0%	nt	nt	-1.8%	1.0%	nt	nt	3.4%
COc1ccc(NC(=O)c2c(C(F)(F)F)nn(C)c2Cl)cc1	-3.1%	-1%	nt	-19	-14	1.0%	nt	-0.5%	i	-0.7%

Structural class, the compounds so far with a COOH group
SMILES	XIAP antagonists	SV40 large T antigen	Dengue-2 NS5 capping	WT yeast gro inh	WT yeast gro inh mutant strain	West Nile virus CPE	K1F lysis inhibition	ER stress rescue	Yfh1-off respiration	RSV antiviral HEp-2	others
O=C(O)C1Cc2ccccc2CN1C(=O)COc1ccc(Br)cc1 (stereo unspecified)	-5.0%	11%	5%	25	5	-0.3%	-0.9%	0.7%	i	1.9%
O=C(O)C1CCCCC1C(=O)NC1C2CC3CC(C2)CC1C3 (stereo unspecified)	nt	-2%	-3%	nt	nt	0.5%	0.1%	nt	nt	-0.6%	Dengue-2 NS5 capping pilot replicate=0.0

From PubChem
